Screening results (PubChem BioAssay)
GSIS activator = primary screen for activators of insulin secretion dependent on glucose, INS-1E cells, GLuc reporter luminescence; hit rate 0.61% among 370,000; INS-1E GLuc reporter insulin secretion, 2-3 h; activation, % at 16.6 µM;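 active = lowest replicate activation of at least 40%, so every replicate reaches that level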;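 note: 0% = median of neutral control wells and 100% = median of IBMX positive control wells; some compounds called inactive have numbers as strong as hits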
RAD52 inh = inhibitors of human RAD52 DNA annealing | recombinant RAD52 DNA annealing, FRET fluorescence | inhibition, % at 18.7 µM | hit rate 0.46% among 360,000;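 active = every replicate showing at least 50% inhibition; inconclusive = mean inhibition at least 50% but not in every replicate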
RAD54 branch = blocks human RAD54 Holliday junction branch migration | FAM/BHQ fluorescence | Q92698 | inhibition, % at 10.4 µM | hit rate 0.14% among 360,000 | AID 602329;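 active = mean normalized replicate activity at least 40 and at least half of replicates scoring 40 or more; inconclusive = only one of the two criteria met; inactive = mean below 40 and under half of replicates reaching 40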;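 note: 0% = median of neutral control wells and 100% = median of positive control wells; inhibitors cause a drop in the FAM fluorescence signal; in these data hits start at about 50%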
Target sequence (Q92698 whole entry, looked up): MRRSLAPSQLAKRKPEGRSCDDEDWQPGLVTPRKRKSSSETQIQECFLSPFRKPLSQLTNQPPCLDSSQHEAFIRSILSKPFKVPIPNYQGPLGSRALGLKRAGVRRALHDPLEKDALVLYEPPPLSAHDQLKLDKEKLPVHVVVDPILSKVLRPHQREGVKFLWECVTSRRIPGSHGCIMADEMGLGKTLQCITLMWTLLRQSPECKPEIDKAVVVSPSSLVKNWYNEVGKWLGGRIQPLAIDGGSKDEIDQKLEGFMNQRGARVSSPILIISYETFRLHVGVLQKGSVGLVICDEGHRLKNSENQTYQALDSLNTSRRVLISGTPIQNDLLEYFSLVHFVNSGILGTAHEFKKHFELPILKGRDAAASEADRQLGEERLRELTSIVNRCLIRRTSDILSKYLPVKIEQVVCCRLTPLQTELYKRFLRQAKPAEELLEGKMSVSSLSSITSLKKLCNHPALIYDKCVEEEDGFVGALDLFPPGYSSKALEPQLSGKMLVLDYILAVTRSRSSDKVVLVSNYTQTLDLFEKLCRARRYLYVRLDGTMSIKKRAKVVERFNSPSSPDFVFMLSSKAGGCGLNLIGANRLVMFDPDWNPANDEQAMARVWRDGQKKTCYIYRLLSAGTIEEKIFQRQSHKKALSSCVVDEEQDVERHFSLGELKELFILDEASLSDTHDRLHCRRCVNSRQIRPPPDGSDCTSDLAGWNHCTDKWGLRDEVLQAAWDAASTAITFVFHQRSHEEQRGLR
Xi reactivation = X-chromosome reactivation activator; XiGFP mouse fibroblasts, % GFP-positive cells imaging, 3 d; cells co-treated with 5-aza-dC sensitizer; scaled so ellipticine positive control = 100%; activation, % at 7.58 µM; hit rate 0.055% among 360,000;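 active = mean normalized replicate activation at least 10% and every replicate at or above 10%; inconclusive = only one of the two criteria met; inactive = mean below 10% and not all replicates reach 10%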;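 note: 0% = median of on-plate neutral control wells and 100% = ellipticine 6 µM median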
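Schedule: 3 d treatment, 15 min room-temperature fixation; system: 68-5-11 XiGFP fibroblast line; buffer or medium: DMEM plus 5-aza-dC sensitizer; control set: ellipticine 6 µM positive control; compound: one concentration, pinned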
F508del corr = correctors of CFTR F508del function in bronchial epithelial cells. CFBE cells, YFP halide quenching; stimulated with forskolin plus potentiator P3; % fluorescence drop versus neutral controls. AID 720511. hit rate 0.36% among 350,000. activity (quench increase), % at 7.58 µM;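 active = mean added fluorescence quench of at least 8% versus neutral control, with both replicates also reaching 8%; inconclusive = only one of the mean or replicate conditions met; inactive = mean below 8% and not both replicates reaching 8%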;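 note: cells transiently co-express mutant CFTR-F508del with the halide-sensitive YFP; corrector assay measuring rescue of mutant channel to the surface after 24 h compound exposure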
DENV2 CPE rescue = DENV2-induced cell death inhibition. DENV2-infected cells, cytopathic effect rescue, plate reader. AID 651640. CPE inhibition, % at 9.99 µM. hit rate 1.7% among 350,000; in the data active = CPE inhibition above about 20%, passing the limit was not always enough; inconclusive = no clear call, values can overlap the other calls; tested in BHK-21 cells;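 note: 0% = median of neutral control wells and 100% = median of positive control wells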
E-sel inducer = E-selectin induction on HUVECs. AID 686992. HUVEC E-selectin immunofluorescence imaging; normalized: neutral wells 0, TNF-alpha wells 100. activation, % at 7.58 µM. hit rate 0.37% among 260,000. P16581;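 active = mean E-selectin-positive cell signal at least 10% of the positive control, reached in at least 60% of replicates, without over 20% cell loss; inconclusive = no rule given, readout overlaps actives, possibly toxicity-flagged; inactive = the rest, including those meeting only one limit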;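 note: in these data hits start at about 27%; measured in HUVEC primary endothelial cells; signal is the percent of cells scored E-selectin positive by PE staining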
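Material: HUVEC primary endothelial cells; Amount: 3,000 cells per well; Dosing: single concentration; Medium: EGM-2 growth medium on 0.1% gelatin-coated wells; Read-out basis: percent E-selectin-positive cells; Signal: immunofluorescence imaging; Control set: TNF-alpha, DMSO.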
CASP6 VEID inh = caspase-6 (human) enzyme inhibition. P55212. purified caspase-6, Z-VEID-R110 cleavage fluorescence. inhibition, % at 12.5 µM. hit rate 0.53% among 350,000. AID 686996;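 active = mean inhibition across replicates at least about 35%, with every replicate also reaching that limit, limit read from the data; inconclusive = only one of the two criteria met; inactive = neither criterion met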;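 note: 0% = median of neutral control wells and 100% = no fluorescence left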
Target sequence (P55212 24-179 limits assumed): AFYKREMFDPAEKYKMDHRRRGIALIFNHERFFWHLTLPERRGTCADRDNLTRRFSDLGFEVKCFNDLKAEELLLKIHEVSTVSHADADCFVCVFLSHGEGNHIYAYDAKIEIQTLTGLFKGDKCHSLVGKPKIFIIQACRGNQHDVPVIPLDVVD
Target sequence (P55212 194-293 limits assumed): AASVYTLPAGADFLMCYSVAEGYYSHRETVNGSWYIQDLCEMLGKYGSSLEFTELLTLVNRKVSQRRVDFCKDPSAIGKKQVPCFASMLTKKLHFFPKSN
Starred values were filed as active, the others as inactive; i = inactive; u = inconclusive; x = not tested or not shown; & = joins results of further samples.

SMILES	GSIS activator	RAD52 inh	RAD54 branch	Xi reactivation	F508del corr	DENV2 CPE rescue	E-sel inducer	CASP6 VEID inh
CCOc1ccc(C2/C(=C(\O)c3ccc4c(c3)OCCO4)C(=O)C(=O)N2CCN2CCOCC2)cc1OC (stereo not given)	-2	-6	-9	0.4	-0.5	8	0.1	2
O=C(O)c1ccc(CNC(=O)c2ccccc2NC(=O)c2ccc([N+](=O)[O-])cc2)cc1	-1	-1	x	0.1	0.6	-1	x	-3
Cc1noc(C)c1S(=O)(=O)N(C)C[C@H]1Oc2ccc(NC(=O)NC(C)C)cc2CC(=O)N([C@H](C)CO)C[C@@H]1C	18	-6	0	-0.1	-0.2	-5	0.5	0
COc1cc(/C=C(\C#N)C(=O)c2c[nH]c3ccccc23)cc(OC)c1O	x	i	-230	0.3	17*	-7	4.1	-2
COc1ccc(CCNC(=O)COC(=O)c2sc(C)nc2C)cc1	7	-14	-1	0.0	2.0	-5	-0.2	3
CC(=O)c1ccc(OCC(O)CN2C(C)CCCC2C)cc1 (stereo not given)	4	-8	1	0.0	0.4	1	-0.5	-1
CC1CC/C(=N/Nc2ccccc2)C(=O)N1 (stereo not given)	-4	-8	x	0.0	2.3	-3	-0.7	-2
CCOC(=O)C1(Cc2cccc(OC)c2)CCCN(S(=O)(=O)c2cccnc2)C1 (stereo not given)	-4	-9	x	0.2	1.8	0	x	-2
CCCN1[C@@H]2Cn3c(ccc(-c4ccccc4)c3=O)[C@H]1[C@@H](C(=O)NCCCN1CCOCC1)[C@@H]2CO	4	-5	-2	0.7	1.8	-1	0.0	1
c1ccc2c3c(c(CN4CCCCC4)cc2c1)COC3	x	-9	10	0.2	0.1	-1	x	-7

A second format for some results above:
Cc1noc(C)c1S(=O)(=O)N(C)C[C@H]1Oc2ccc(NC(=O)NC(C)C)cc2CC(=O)N([C@H](C)CO)C[C@@H]1C
  GSIS activator: 18 | RAD52 inh: -6 | RAD54 branch: 0 | Xi reactivation: -0.1 | F508del corr: -0.2 | DENV2 CPE rescue: -5 | E-sel inducer: 0.5 | CASP6 VEID inh: 0
COc1cc(/C=C(\C#N)C(=O)c2c[nH]c3ccccc23)cc(OC)c1O
  GSIS activator: x | RAD52 inh: i | RAD54 branch: -230 | Xi reactivation: 0.3 | F508del corr: 17* | DENV2 CPE rescue: -7 | E-sel inducer: 4.1 | CASP6 VEID inh: -2
COc1ccc(CCNC(=O)COC(=O)c2sc(C)nc2C)cc1
  GSIS activator: 7 | RAD52 inh: -14 | RAD54 branch: -1 | Xi reactivation: 0.0 | F508del corr: 2.0 | DENV2 CPE rescue: -5 | E-sel inducer: -0.2 | CASP6 VEID inh: 3
CC(=O)c1ccc(OCC(O)CN2C(C)CCCC2C)cc1 (stereo not given)
  GSIS activator: 4 | RAD52 inh: -8 | RAD54 branch: 1 | Xi reactivation: 0.0 | F508del corr: 0.4 | DENV2 CPE rescue: 1 | E-sel inducer: -0.5 | CASP6 VEID inh: -1

Other structures.
SMILES	GSIS activator	RAD52 inh	RAD54 branch	Xi reactivation	F508del corr	DENV2 CPE rescue	E-sel inducer	CASP6 VEID inh
CC(=O)C1C(c2ccccc2)c2c(noc2C)CC1(C)O (stereo not given)	2	2	-1	0.0	1.2	0	3.1	-1
C[C@@H]1CCCCO[C@@H](CN(C)C(=O)c2ccncc2)[C@@H](C)CN([C@H](C)CO)C(=O)c2cc(N(C)C)ccc2O1	-3&4	-17	-10	0.0&0.1	0.0&-0.8	5	0.0&0.1	3
Cc1ccc(C2=NN=C(NC(=O)CSc3nc(C)cc(C)n3)SC2)cc1	x	-15	x	0.2	x	-8	x	2
CC(C)C[C@H](NC(=O)c1nc[nH]c1C(=O)NCc1ccc(CNC(=O)OC(C)(C)C)cc1)C(=O)OCc1ccccc1	3	-8	-2	0.1	2.4	-8	x	-2
Cc1ccc2c(c1)N(CC(=O)NCCc1ccccc1)C(=O)c1cccnc1O2	-10	-5	-5	0.1	1.7	-6	-0.1	-7
Cc1noc(C)c1COc1cccc(C(=O)OCC(=O)NCCN2C(=O)CSC2=O)c1	-7	-11	x	-0.1	-0.1	-4	x	-2
Cc1ccc(C(=O)N2CCN(S(=O)(=O)c3ccccc3C#N)CC2)cc1S(=O)(=O)N1CCOCC1	-5	-6	-2	0.6	-3.4	-4	x	5
CNC(=O)CC1C(=O)N(c2ccc(Cl)cc2)C(=S)N1CCc1ccc(OC)c(OC)c1 (stereo not given)	7	0	x	0.0	-0.6	-2	-0.3	-3
NNC(=O)CN1C(c2ccccc2)=Nc2ccc(Br)cc2C1c1ccccc1 (stereo not given)	2	-2	x	0.0	-1.8	4	x	-3
CC(=O)N1CC23C=CC(CC2CC12CCCCCC2)O3 (stereo not given)	-8	-16	0	0.1	-0.8	4	35*	-2

Some of these compounds in order of their number in RAD52 inh, lowest first:
| Compound | RAD52 inh |
| --- | --- |
| COc1ccc(CCNC(=O)COC(=O)c2sc(C)nc2C)cc1 | -14 |
| Cc1ccc(C(=O)N2CCN(S(=O)(=O)c3ccccc3C#N)CC2)cc1S(=O)(=O)N1CCOCC1 | -6 |
| CC(=O)C1C(c2ccccc2)c2c(noc2C)CC1(C)O (stereo not given) | 2 |

Continuation.
SMILES	GSIS activator	RAD52 inh	RAD54 branch	Xi reactivation	F508del corr	DENV2 CPE rescue	E-sel inducer	CASP6 VEID inh
COc1ccc(S(=O)(=O)N(C)C[C@H]2Oc3c(NC(=O)c4ccc(-c5nccs5)cc4)cccc3C(=O)N([C@@H](C)CO)C[C@H]2C)cc1	-14	-3	0	-0.8	1.8	-5	x	0
COc1c2c(c(OC)c3ccccc13)[C@]1(OC2)O[C@H](CCO)C[C@H](O)[C@H]1O	2	-16	-4	0.0	-2.1	u	5.0	0
CCC(=O)N1C[C@@H](C)[C@@H](OC)CN(C)C(=O)c2ccc(NC(=O)c3ccc(F)cc3)cc2OC[C@@H]1C	2	4	-3	0.2	-0.6	2	-0.2	0
CCOC(=O)Cc1nc(-c2ccccc2)n[nH]1	-4	-9	-4	0.0	1.6	-8	x	8
COc1ccccc1C(=O)Nc1ccc2c(c1)C(=O)N(C)C[C@H](OC)[C@@H](C)CN(C)[C@@H](C)CO2	2	-5	-13	0.5	-0.1	-12	-0.1	-1
CCN1CCN(CCCNC(=O)c2cc3sccc3n2CC)CC1	2	8	-8	-0.1	-4.1	4	0.1	-13
O=C(c1cccc(F)c1)N1CCCCN2[C@@H](CO)[C@H](c3ccc(-c4ccncc4)cc3)[C@@H]2C1	13	-8	8	-0.1	1.2	-11	0.0	-7
Cc1noc(C)c1S(=O)(=O)Nc1cccc2c1O[C@H](CN(C)Cc1ccc(C(=O)O)cc1)[C@@H](C)CN([C@@H](C)CO)C2=O	31	7	1	0.0	1.0	-6	-1.6	-2
COc1ccccc1-c1ccc([C@@H]2[C@@H](C#N)N(C(=O)C3CCC3)[C@@H]2CO)cc1	6	3	7	-0.1	-1.4	-8	0.7	3
Cc1ccc(-c2cnc3c(c2)C(=O)N([C@@H](C)CO)C[C@@H](C)[C@@H](CN(C)C(=O)Cc2cccnc2)O3)cc1	-8	34	-1	-0.4	-0.6	u	1.1	-5
CC(C)CC#Cc1cnc2c(c1)C(=O)N([C@H](C)CO)C[C@@H](C)[C@@H](CN(C)Cc1ccccc1)O2	-19	0	x	-1.0	2.0	-5	0.5	1
Cc1ccc(C2=NN(S(C)(=O)=O)C(c3ccc4nccnc4c3)C2)cc1 (stereo not given)	11	-20	x	0.0	-2.3	8	-1.2	-1
Cc1cc(C)c(CSc2nnnn2-c2ccc(C(=O)O)cc2)c(C)c1	89*	13	x	0.0	1.3	-1	0.7	4
C[C@H](CO)N1C[C@H](C)[C@H](CN(C)C(=O)Nc2ccc(C(F)(F)F)cc2)Oc2ccc(NC(=O)CCN3CCOCC3)cc2CC1=O	-6	-20	4	0.0	-0.2	-3	0.2	-1
CN1CCN(C(=O)C[C@@H]2CC[C@H]3[C@H](COc4ccc(NC(=O)c5cscn5)cc4C(=O)N3C)O2)CC1	-11	3	2	0.0	-0.8	-4	0.1	-1
O=C1OC(N2C(=O)CC[C@H]2C(=O)Nc2ccc(F)c(F)c2)c2ccccc21 (stereo not given in full)	22	-3	-12	x	-1.6	-1	x	0
COc1ccc(C(=O)C2CCCN(C(=O)Cn3cncn3)C2)cc1OC (stereo not given)	9	-4	1	0.0	-0.9	8	0.2	-1
Cc1c(Br)c([N+](=O)[O-])nn1CC(=O)Nc1ccc2nc3n(c(=O)c2c1)CCCC3	20	-10	12	0.1	3.3	8	3.5	3
O=C(NC(=S)Nc1nc(-c2ccccc2)cs1)c1cccs1	0	-7	8	0.0	-3.3	-9	x	-2
C/C=C/c1ccc2c(c1)O[C@H](CN(C)Cc1cncnc1)[C@H](C)CN([C@@H](C)CO)S2(=O)=O	0	-11	2	0.2	2.1	-9	-0.5	0
c1cc2c3c(cccc3c1)-c1cnccc1-2	10	-71	-6	0.0	-2.8	4	-0.4	0
CC1(C(=O)O)CCCN(C(=O)c2ccc(F)cc2Cl)C1 (stereo not given)	x	-13	4	0.2	-3.4	5	x	-2
CC(C)c1cn(CC[C@@H]2CC[C@H](NS(=O)(=O)c3ccccc3)[C@@H](CO)O2)nn1	5	4	3	1.8	1.1	-2	0.0	-2
COC(=O)c1ccc(C2c3[nH]c4ccccc4c3C[C@H]3C(=O)N(C)CC(=O)N23)cc1 (stereo not given in full)	-8	-12	7	0.4	0.9	13	0.0	0
Cc1cccc(NC(=O)c2nc[nH]c2C(=O)Nc2cc(Br)ccc2F)c1	11	1	2	x	-2.5	5	0.0	1
CCOc1ccc(S(=O)(=O)NCCC(=O)NCC2CCCO2)cc1 (stereo not given)	4	-6	-6	0.3	-0.5	-3	x	4
Cc1ccnn1CC(=O)N/N=C/c1c[nH]c2ccccc12	14	-1	1	0.3	0.8	-4	x	-2
C[C@@H]1CN([C@H](C)CO)C(=O)c2cccc(NS(=O)(=O)c3ccc(F)cc3)c2O[C@@H]1CN(C)Cc1ccc(C(F)(F)F)cc1	-1	-8	-2	-0.2	-2.7	u	-0.3	1
CCCN(CCC)S(=O)(=O)c1ccc(Cl)c(OC)c1	-7	-14	-2	0.0	-2.5	-4	5.1	-2
CNC(=O)Cc1csc2ccc(C)cc12	x	-11	0	-0.1	-2.0	-1	x	2
COc1ccc(N/N=C(\C#N)C(=N)N2CCOCC2)cc1	-5	-6	x	-0.6	-3.6	-2	3.4	-2
C/C=C/c1ccc([C@@H]2[C@@H](CO)N(C(=O)CN(C)C)C23CN(C(=O)C2CCCC2)C3)cc1	-1	-5	x	0.2	0.0	-8	0.1	-9
